Compound activity (PubChem BioAssay)
D2 potentiator – HTS Assay for Positive Allosteric Modulators of the Human D2 Dopamine Receptor: Primary Screen for Potentiators | D(2) dopamine receptor (Homo sapiens), P14416 | HEK293 T-REx D2, calcium flux, EC20 dopamine potentiation | potentiation, % at 10 µM | 0.34% of 340,000 active | AID 485347, 2010;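 active means potentiation over 3 SD above the plate norm, cut at about 30% in these data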; further: 0% is about no effect
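Primary screen. Calcium kinetics in induced HEK293 T-REx D2 cells: compound pre-addition 180 s, EC20 dopamine, 180 s more.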
LDHA inh – qHTS assay for inhibitors of human lactate dehydrogenase; L-lactate dehydrogenase A chain (Homo sapiens), P00338; purified LDHA, NADH/diaphorase-resazurin fluorescence; active compounds read low; activity change, % (values are at about 110 or 230 µM); 0.15% of 480,000 active; AID 1347041, 2019; in the data active means activity change below about -30%; inconclusive means mostly about -25% to -30%;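 further: plate controls were DMSO wells for no effect and wells without enzyme for full effect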
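LDH5 2 nM; NADH 0.06 mM, pyruvate 0.2 mM; 200 mM Tris pH 7.4, EDTA, Tween-20; 5 min RT. Detection: diaphorase 0.133 mg/mL + resazurin 37 µM, fluorescence ex540/em590 at 0 and 20 min; normalized to enzyme-free and DMSO wells.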
Glioma ERSR ind – qHTS for Inducers of the Endoplasmic Reticulum Stress Response (ERSR) in Human Glioma: qHTS. U87-MG GRP78 promoter luciferase reporter, 16 h. AID 602332, 2012. 0.02% of 420,000 active. Potency, µM, inactives show top-dose activation, actives largely listed as activators; further: potency means the concentration at half of the fitted maximal effect; series mostly up to about 76 µM; % of control where 0% means no effect; nearly all actives have a fitted effect of over 35% in size
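Stably transfected U87-MG human glioma cells carrying a GRP78-based luminescent sensor were seeded at 1000 cells/well, pin-dosed with compounds and incubated 16 h. Luciferase reagent was then added, and end-point luminescence was read after 10 min at room temperature.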
Vif-APOBEC3G blk – qHTS for Inhibitors of Vif-A3G Interactions: qHTS; Potency, µM (series often up to 46.1 µM), without a hit: at the highest dose activity, negative = active, most hits filed as inhibitors; DNA dC->dU-editing enzyme APOBEC-3G (Homo sapiens), Q9HC16; 0.076% of 410,000 active; HeLa A3G-eYFP + Vif (tagged APOBEC3G with the HIV-1 protein that degrades it), YFP fluorescence, overnight;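 further: potency means the concentration at half of the fitted maximal effect; on the % scale 0 is the no-effect control and ±100 the full control effect; nearly all actives have a fitted effect of over 60% in size; hits raise eYFP signal because A3G escapes Vif-driven loss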
Target sequence (Q9HC16 whole entry, looked up): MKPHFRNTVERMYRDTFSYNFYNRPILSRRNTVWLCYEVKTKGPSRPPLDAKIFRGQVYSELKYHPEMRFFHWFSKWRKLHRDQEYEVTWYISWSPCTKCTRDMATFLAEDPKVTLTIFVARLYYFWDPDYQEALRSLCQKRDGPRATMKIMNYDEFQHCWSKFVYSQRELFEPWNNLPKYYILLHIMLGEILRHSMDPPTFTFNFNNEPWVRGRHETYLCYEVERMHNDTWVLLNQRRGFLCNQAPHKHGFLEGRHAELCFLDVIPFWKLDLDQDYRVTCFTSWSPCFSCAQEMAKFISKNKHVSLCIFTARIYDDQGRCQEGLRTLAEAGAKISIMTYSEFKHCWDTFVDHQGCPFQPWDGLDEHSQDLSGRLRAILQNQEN
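Read-out is eYFP fluorescence (Ex 488/Em 500-530) from Vif-expressing HeLa A3G-eYFP cells; more signal means A3G escaped Vif-mediated degradation. Cells plated overnight, compound pinned in, incubated overnight at 37 deg C.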
Vif-APOBEC3F blk – qHTS for Inhibitors of Vif-A3F Interactions: qHTS; Potency, µM (series often up to 46.1 µM), without a hit: at the highest dose activity, negative = active; 0.2% of 390,000 active; HeLa A3F-eYFP + Vif (tagged APOBEC3F with the HIV-1 protein that degrades it), YFP fluorescence increase; further: potency means the concentration at half of the fitted maximal effect; % of control where 0% means no effect; nearly all actives have a fitted effect of over 65% in size
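HeLa cells stably expressing Vif plus C-terminally eYFP-tagged A3F were seeded, incubated overnight at 37 deg C, dosed with compound, incubated overnight again at 37 deg C. Yellow fluorescence (Ex 488/Em 500-530) reported blocked Vif-mediated A3F-eYFP degradation.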
D1 antagonist – Antagonist of Human D 1 Dopamine Receptor: qHTS. D(1A) dopamine receptor (Homo sapiens), P21728. HEK293 TREx D1 cells, calcium flux, dopamine EC80; active compounds read low. activity change, negative = inhibition, % at 10 µM. 3.2% of 360,000 active. AID 504652, 2011; in the data active means activity change below about -30%; further: on the % scale 0 is the no-effect control and ±100 the full control effect
Target sequence (P21728 whole entry, looked up): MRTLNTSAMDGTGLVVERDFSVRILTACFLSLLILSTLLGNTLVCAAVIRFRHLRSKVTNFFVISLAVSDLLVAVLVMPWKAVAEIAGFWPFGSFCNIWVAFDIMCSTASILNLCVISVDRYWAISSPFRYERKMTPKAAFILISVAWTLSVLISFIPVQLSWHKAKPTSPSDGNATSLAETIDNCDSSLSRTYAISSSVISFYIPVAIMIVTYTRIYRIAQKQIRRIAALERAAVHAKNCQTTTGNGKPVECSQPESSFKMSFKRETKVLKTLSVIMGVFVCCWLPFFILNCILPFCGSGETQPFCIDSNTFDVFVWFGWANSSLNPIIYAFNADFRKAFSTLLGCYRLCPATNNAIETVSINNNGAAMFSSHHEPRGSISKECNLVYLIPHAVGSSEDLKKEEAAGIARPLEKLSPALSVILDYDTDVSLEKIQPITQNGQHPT
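Kinetic fluorescence of a calcium dye serves as the read-out. D1-expressing Hek293 Trex cells, induced overnight at 30 C, are exposed to compound for 180 s before an EC80 dopamine addition, then read 180 s further.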
RXFP1 agonist – qHTS Assay for Agonists of the Relaxin Receptor RXFP1 | AID 2676, 2010 | HEK293T-RXFP1 cAMP TR-FRET, 30 min; response scale: percent of porcine relaxin response, buffer zero | Potency, µM (highest dose often 57.5 µM), without a hit: at the top dose activation, usual class: activators | Relaxin receptor 1 (Homo sapiens), Q9HBX9 | 0.3% of 370,000 active; further: potency means the concentration at half of the fitted maximal effect; on the % scale 0 is the no-effect control and ±100 the full control effect; nearly all actives have a fitted effect of over 60% in size; many of its hits are not listed in these tables
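HEK293T cells stably expressing RXFP1 were pretreated with the PDE4 inhibitor Ro 20174, exposed to compounds for 30 min at 37C, lysed, and cAMP was read by TR-FRET. Data normalized to buffer (basal) and 29 nM porcine relaxin (100%).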
D1 potentiator – Potentiators of Human D1 Dopamine Receptor: qHTS. HEK293 TREx D1 cells, calcium flux, dopamine EC20 potentiation. potentiation, % at 10 µM. 0.036% of 360,000 active. AID 504651, 2011; in the data active means potentiation above about 30%; further: 0% is about no effect
D1 agonist – Allosteric Agonists of the Human D1 Dopamine Receptor: qHTS | activation, % at 2 µM | 1% of 360,000 active | HEK293 T-REx D1 cells, calcium flux, agonist mode | D(1A) dopamine receptor (Homo sapiens), P21728; in the data active means activation above about 30%; further: 0% is about no effect
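Inducible HEK293 T-REx D1 cells, force-coupled to calcium signalling, were plated at 4000 cells/well with tetracycline and held overnight at 30 C. After no-wash calcium dye loading, compound-evoked calcium rise over 180 s flagged agonists.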
* hit, by the source's call; ? = inconclusive; / = no result given; & = joins results of further samples. Unless noted, the call rests on the fitted dose curve; in most records, active means well fitted curve in the direction sought with a large enough effect; inconclusive means small, poorly fitted or top-dose-only effect, or another doubt; inactive means no such curve, though single readings can be large; an effect the other way counts as inactive or inconclusive.

SMILES,D2 potentiator,LDHA inh,Glioma ERSR ind,Vif-APOBEC3G blk,Vif-APOBEC3F blk,D1 antagonist,RXFP1 agonist,D1 potentiator,D1 agonist
CC(C)NC(=S)N1CCN(c2ncccn2)CC1,-6,-3,-3%,0%,4%,9,-0.9%,-4,3
O=C(CSc1nncn2c1cc1sccc12)Nc1ccccc1C(F)(F)F,-4,-4,-1%,-2%,-13%,-9,17%,-5,3
CC(=O)N1CC=CC1(C)C(=O)O (centres undefined),6,-4,-4%,4%,-2%,0,0.5%,-3,-2
Cc1cccc(N2CCN(C(=O)NC3CCCCC3)CC2)c1C,1,-7,5%,0%,1%,-41*,1.2%,0,33*
N#Cc1nc(COc2cccc(Cl)c2)oc1N1CCCC1,-6,-10&-13,-3%,1%,-2%,-5,1.6%,-7,1
Cc1cccc(NC(=O)COC(=O)CN2C(=O)C3CCCCC3C2=O)c1C (centres undefined),/,-5,-4%,0%,6%,/,/,/,/
CCOc1ccc2nc(N=NC3=C(O)CC(C)(C)CC3=O)sc2c1,/,1,?,0%,-2%,0,-0.7%,-1,3
CCOc1cc(N(CC)CC)ccc1/C=C(/C#N)c1nc2ccccc2[nH]1,-6,5,5%,?,3.5µM*,5,1.8%,5,57*

Other records:
SMILES,D2 potentiator,LDHA inh,Glioma ERSR ind,Vif-APOBEC3G blk,Vif-APOBEC3F blk,D1 antagonist,RXFP1 agonist,D1 potentiator,D1 agonist
COc1ccc(NC(=O)CSc2nnc(CN3CCOCC3)n2-c2ccccc2)cc1Cl,-13,-2,-3%,0%,6%,0,1.6%,0,-3
CCOC(=O)c1c(NC(=S)Nc2ccc(OC)cc2)sc2c1CCC2,-14,-3,-4%,-4%,1%,7,2.6%,-5,1
O=c1c2ccccc2n(CC(O)CN2CCCCC2)c2ccccc12 (centres undefined),-5,1,-4%,-1%,-10%,14,7.7%,-2,1
O=C(c1ccc(Br)cc1)N(Cc1nc2ccccc2c(=O)[nH]1)C1CCCC1,0,-8,-9%,-9%,-1%,10,-0.5%,-3,5
COc1ccc(CCNC(=O)CSc2nc3nc(C)c(Cc4ccc(C)cc4)c(C)n3n2)cc1OC,-2,1,2%,1%,-12%,-7,-1.5%,-1,-2
Cn1c(-c2ccccc2)cnc1NCc1cc2c(cc1[N+](=O)[O-])OCO2,14,-6,-3%,0%,-8%,9,-0.2%,2,14
Cc1cc(/C=C(/C#N)c2cccc(Cl)c2)c(C)n1C,-4,2,2%,-6%,4%,15,1.6%,3,1
CC(=O)N1CCN(Cc2nc3cc(NC(=O)c4ccc(F)cc4)ccc3n2C)CC1,-1,1,-3%,2%,-1%,-19,3.3%,3,2

Going on with the list:
SMILES,D2 potentiator,LDHA inh,Glioma ERSR ind,Vif-APOBEC3G blk,Vif-APOBEC3F blk,D1 antagonist,RXFP1 agonist,D1 potentiator,D1 agonist
COc1cccc([C@@H]2CC=C(C(=O)O)[C@H](c3ccc(F)cc3)N2S(=O)(=O)c2ccc(C)cc2)c1,13,-7,-1%,2%,-6%,8,-0.3%,2,2
CCC(Sc1nc2cc3c(cc2c(=O)n1Cc1ccco1)OCO3)C(=O)Nc1cccc(OC)c1 (centres undefined),-5,-1,0%,-15%,-5%,2,3.8%,-3,3
O=C(CN1C(=O)S/C(=C\c2ccc(Cl)cc2)C1=O)NCCCn1ccnc1,4,-6,0%,1%,1%,-2,0.1%,0,2
Cc1cc(=O)oc2ccc(OCC(=O)N3CCc4ccccc43)cc12,5,-4,3%,-6%,-2%,-16,6.0%,-5,0
CCN(CC)C(=O)C1CCCN(c2ncnc3c2c(-c2ccccc2)cn3-c2cccc(C)c2)C1 (centres undefined),7,4,-4%,-4%,0%,20,?,0,5
CCOc1ccc(Nc2nc(N(C)c3ccccc3)nc(N)c2[N+](=O)[O-])cc1,1,-7,-6%,0%,8%,-4,1.8%,-1,5
CCN(CCCNC(=O)CN(C)S(=O)(=O)c1ccc2c(c1)CCC(=O)N2)c1cccc(C)c1,-1,17,-1%,-9%,-5%,3,1.9%,-1,0
COc1cc(C(=O)Nc2ccc3nc(SCc4ccccc4)sc3c2)cc(OC)c1OC,8,-3,-3%,1%,-10%,0,-1.9%,2,3

Results in D1 antagonist and Vif-APOBEC3G blk (two entries from above):
mol	D1 antagonist	Vif-APOBEC3G blk
CCN(CCCNC(=O)CN(C)S(=O)(=O)c1ccc2c(c1)CCC(=O)N2)c1cccc(C)c1	3	-9%
COc1cc(C(=O)Nc2ccc3nc(SCc4ccccc4)sc3c2)cc(OC)c1OC	0	1%

(next part)
SMILES,D2 potentiator,LDHA inh,Glioma ERSR ind,Vif-APOBEC3G blk,Vif-APOBEC3F blk,D1 antagonist,RXFP1 agonist,D1 potentiator,D1 agonist
COc1ccc(S(=O)(=O)N2CCC(C(=O)Nc3nnc(CCN4CCCCC4)s3)CC2)cc1,11,3,-1%,1%,1%,8,-0.9%,-4,1
CCOC(=O)c1[nH]c(C)c(C(=O)N2CCN(c3cccc(Cl)c3)CC2)c1C,-10,-2,-5%,2%,0%,11,2.4%,-3,6
CC(=O)Oc1cccc(N2C(=O)C3C4C=CC(C4=C(C)C)C3C2=O)c1 (centres undefined),-4,-3,-6%,0%,0%,1,-0.7%,-1,0
Cn1c(CSCC(=O)Nc2ccccc2)nnc1SCc1ccccc1,0,-1,-3%,-3%,1%,12,-3.2%,1,1
CCN(C(=O)COC(=O)c1ccc2ccccc2n1)c1c(N)n(Cc2ccccc2)c(=O)[nH]c1=O,2,-1,-4%,0%,3%,6,0.2%,-10,1
COc1cccc(NC(=O)N(CCCN2CCOCC2)C(C)c2cc3ccccc3o2)c1 (centres undefined),-15,3,-2%,-9%,-6%,0,-0.3%,-1,4
CCC(C)C(NC(=O)C(N)CC(C)C)C(=O)NC(CCC(=O)OCc1ccccc1)C(N)=O (centres undefined),11,-3,-2%,-1%,-12%,0,0.3%,-1,1
CCN(C(=O)Cn1c(=O)n(Cc2ccccc2)c(=O)c2ccccc21)c1cccc(C)c1,-3,-3,3%,-4%,-15%,-2,3.0%,4,5

The results go on:
SMILES,D2 potentiator,LDHA inh,Glioma ERSR ind,Vif-APOBEC3G blk,Vif-APOBEC3F blk,D1 antagonist,RXFP1 agonist,D1 potentiator,D1 agonist
Cc1cc(C)n2ncc(S(=O)(=O)c3ccccc3)c2n1,8,-3,-2%,0%,0%,2,8.5%,-1,2
CCc1cccc(NC(=O)CN2C(=O)COc3ccc(S(=O)(=O)Nc4ccccc4)cc32)c1,-3,7,-1%,-5%,-11%,-2,0.6%,0,1
O=C(CCc1c[nH]c2ccccc12)NN1C(=O)NC2(CCCCC2)C1=O,3,1&2,-2%,-9%,1%,-3,0.1%,-4,2
NC1=C(Br)C(=O)c2ncccc2C1=O,/,41,-14%,-19%,-9%,/,/,/,/
CC(=O)c1cccc(NC(=O)Nc2ccc3c(c2)CCC3)c1,-2,-1,-5%,-1%,-7%,-28,0.3%,-3,12
O=C(O)c1cccc(Nc2c3ccccc3nc3ccccc23)c1,8,-6,-5%,7%,0%,2,7.1%,-8,6
Cc1ccc(N2CC(NC(=O)C(=O)c3c[nH]c4ccccc34)CC2=O)cc1C (centres undefined),1,-4,-1%,-1%,1%,-17,7.3%,-7,2
O=C(c1cc2ncc(Br)cn2n1)N1CCOCC1,6,-3,-6%,2%,-3%,2,-0.5%,-4,4

Six compounds drawn at random from those above, as already listed:
SMILES,D2 potentiator,LDHA inh,Glioma ERSR ind,Vif-APOBEC3G blk,Vif-APOBEC3F blk,D1 antagonist,RXFP1 agonist,D1 potentiator,D1 agonist
CC(=O)c1cccc(NC(=O)Nc2ccc3c(c2)CCC3)c1,-2,-1,-5%,-1%,-7%,-28,0.3%,-3,12
O=c1c2ccccc2n(CC(O)CN2CCCCC2)c2ccccc12 (centres undefined),-5,1,-4%,-1%,-10%,14,7.7%,-2,1
CCOc1ccc2nc(N=NC3=C(O)CC(C)(C)CC3=O)sc2c1,/,1,?,0%,-2%,0,-0.7%,-1,3
CCN(CC)C(=O)C1CCCN(c2ncnc3c2c(-c2ccccc2)cn3-c2cccc(C)c2)C1 (centres undefined),7,4,-4%,-4%,0%,20,?,0,5
COc1cccc([C@@H]2CC=C(C(=O)O)[C@H](c3ccc(F)cc3)N2S(=O)(=O)c2ccc(C)cc2)c1,13,-7,-1%,2%,-6%,8,-0.3%,2,2
CC(C)NC(=S)N1CCN(c2ncccn2)CC1,-6,-3,-3%,0%,4%,9,-0.9%,-4,3

(more compounds)
SMILES,D2 potentiator,LDHA inh,Glioma ERSR ind,Vif-APOBEC3G blk,Vif-APOBEC3F blk,D1 antagonist,RXFP1 agonist,D1 potentiator,D1 agonist
Cn1c(C(=O)NCCOc2ccccc2Cl)cc(=O)n(C)c1=O,21,1,-7%,1%,5%,-24,4.9%,-14,0
COC(=O)C1=C(C)N(C)C(=O)NC1c1cc2c(cc1[N+](=O)[O-])OCO2 (centres undefined),11,9,-4%,-1%,-30%,6,-0.7%,4,6
CC(OC(=O)c1cc2c(s1)CCCCC2)C(=O)NC(N)=O (centres undefined),5,-8,3%,-1%,19%,-4,0.2%,2,8
C=CCNC(=S)NNC(=O)CCC(O)COCCC(C)C (centres undefined),-9,1,-4%,1%,0%,-2,-1.6%,-1,0
COc1cccc(CN2CCC(n3nccc3NC(=O)CCOc3ccccc3)CC2)c1O,/,11,-4%,-1%,-5%,/,/,/,/

Not all compounds are listed, so the mix of outcomes need not match the whole.
